High-throughput results deposited in PubChem by several laboratories.
Vc quorum ag = inducers of Vibrio cholerae quorum light production without autoinducers, primary screen, BH1578 luxS cqsA deficient, single point | V. cholerae BH1578 lux reporter, luminescence, 6 h | hit rate 0.16% among 350,000 | activation, % at 18.7 µM; in the data active = activation mostly above about 9.7%, no sharp cut-off; inconclusive = no clear call, values can overlap the other calls; inactive = mostly below about 3.7%; also: not every result past the cut was called active; inactives centre near 0; reference of the scale not given here
Mtb UGM inh = M. tuberculosis UGM enzyme inhibitors, primary screen, biochemical, fluorescence polarization, single point; UDP-galactopyranose mutase (Mycobacterium tuberculosis (strain ATCC 25618 / H37Rv)), …; purified UGM, fluorescence polarization probe displacement; inhibition, % at 10 µM; hit rate 0.06% among 320,000; in the data active = inhibition above about 10%, passing the limit was not always enough; inconclusive = no clear call, values can overlap the other calls
Target sequence (P9WIQ1 whole entry, looked up): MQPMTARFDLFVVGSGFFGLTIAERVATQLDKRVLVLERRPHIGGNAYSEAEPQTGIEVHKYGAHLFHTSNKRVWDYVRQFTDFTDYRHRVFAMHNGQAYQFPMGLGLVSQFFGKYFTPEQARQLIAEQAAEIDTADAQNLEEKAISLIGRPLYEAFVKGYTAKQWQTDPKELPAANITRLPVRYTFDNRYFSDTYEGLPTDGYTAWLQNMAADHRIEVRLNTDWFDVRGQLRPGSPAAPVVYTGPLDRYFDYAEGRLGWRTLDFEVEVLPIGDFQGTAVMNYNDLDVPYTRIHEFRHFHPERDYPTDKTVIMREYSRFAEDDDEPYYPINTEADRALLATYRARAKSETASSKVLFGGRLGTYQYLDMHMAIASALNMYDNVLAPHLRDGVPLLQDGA
GDH-TPI counter = GDH-TPI coupling enzyme inhibitors, primary screen, artefact control for M. tuberculosis FBA inhibitor project, biochemical, absorbance, full deck; GDH-TPI coupled enzyme counterscreen, NADH absorbance; inhibition, % at 4.8 µM; hit rate 1.2% among 360,000; in the data active = inhibition above about 30%;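 also: 0% = DMSO wells and 100% = wells lacking the enzyme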
Mtb BioA inh = M. tuberculosis BioA enzyme inhibitors, primary screen, biochemical, plate reader, single point, HTS. inhibition, % at 9.99 µM. hit rate 0.096% among 360,000. 7,8-diaminopelargonic acid synthase BioA (Mycobacterium tuberculosis). AID 602481, 2012. purified M. tuberculosis BioA enzyme; in the data active = inhibition above about 40%; inconclusive = no clear call, values can overlap the other calls
Yp Topo-I inh = Yersinia pestis topoisomerase I inhibitors, primary screen, biochemical, cleavage product accumulation, plate reader, single point; AID 504884, 2011; DNA topoisomerase I (Yersinia pestis CO92); hit rate 0.064% among 360,000; activity, % at 10 µM; Y. pestis Topo-I cleavage product accumulation; in the data active = activity above about 50%, passing the limit was not always enough; inconclusive = no clear call, values can overlap the other calls; also: inactives centre near 2
FadD28 binding = inhibitors of FadD28 bisubstrate probe binding, primary screen, biochemical, fluorescence polarization, single point; Mycobacterium tuberculosis FadD28 fatty-acid-AMP ligase; inhibition, % at 12.5 µM; hit rate 0.22% among 360,000; AID 588549, 2011; in the data active = inhibition above about 8.5%, passing the limit was not always enough; inconclusive = no clear call, values can overlap the other calls
TcdB GH inh = TcdB glycohydrolase inhibitors, primary screen, biochemical, single point, plate reader; hit rate 0.24% among 350,000; Toxin B (Clostridioides difficile), P18177; TcdB glycohydrolase enzymatic assay; inhibition, % at 9.99 µM; in the data active = inhibition above about 10%
FBA Mtb inh = Mtb FBA enzyme inhibitors, primary screen, biochemical, fluorescence, strain H37Rv | inhibition, % at 1 µM | AID 588726, 2011 | hit rate 2.3% among 360,000 | purified M. tuberculosis FBA, fluorescence read-out | Fructose-bisphosphate aldolase (Mycobacterium tuberculosis (strain ATCC 25618 / H37Rv)), …; in the data active = inhibition above about 27%;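 also: 0% = vehicle and 100% = reference inhibitor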
Target sequence (P9WQA3 whole entry, looked up): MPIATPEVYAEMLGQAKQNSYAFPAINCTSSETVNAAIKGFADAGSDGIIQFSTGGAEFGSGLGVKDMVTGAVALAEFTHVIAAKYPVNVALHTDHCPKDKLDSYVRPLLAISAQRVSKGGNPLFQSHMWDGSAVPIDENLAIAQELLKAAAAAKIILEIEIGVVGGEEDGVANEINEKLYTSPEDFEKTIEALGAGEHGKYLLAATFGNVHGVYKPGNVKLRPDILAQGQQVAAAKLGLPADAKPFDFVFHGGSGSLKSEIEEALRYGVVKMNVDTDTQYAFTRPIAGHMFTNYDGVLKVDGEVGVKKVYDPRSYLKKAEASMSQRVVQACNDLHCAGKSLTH
PfHsp40 rescue = rescue of yeast from PfHsp40 toxicity, primary screen, S. cerevisiae, ATP luminescence. hit rate 0.68% among 340,000. S. cerevisiae expressing PfHsp40, growth rescue. AID 504582, 2011. growth rescue, % at 12.5 µM; in the data active = growth rescue above about 28%, passing the limit was not always enough; inconclusive = no clear call, values can overlap the other calls;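 also: yeast W303a lacking pdr1 and pdr3 grown in galactose medium; growth measured after three days at 30 °C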
Active calls of the source: *; i = inactive; u = inconclusive; x = not tested or not shown; + = active, no number.

#	Molecule	Yp Topo-I inh	Vc quorum ag	GDH-TPI counter	Mtb BioA inh	Mtb UGM inh	PfHsp40 rescue	TcdB GH inh	FadD28 binding	FBA Mtb inh
1	CC(=O)OCC1OC(OC(C)=O)C(NC(=O)c2cccnc2)C(OC(C)=O)C1OC(C)=O (centres undefined)	-2	i	-4	-2.0	x	-0.7	4.8	-0.2	1
2	CN(c1ccc(C(=O)Nc2ccc(Cl)cn2)cc1)S(=O)(=O)c1ccccc1	11	i	2	x	0.5	5.1	3.3	-2.2	2
3	CCOc1ccccc1NC(=O)c1ccc(S(=O)(=O)N(C)C)cc1	12	x	9	0.4	2.8	-1.8	x	-2.4	0
4	O=C(COC(=O)c1cccc2ccccc12)NCCCc1ccccc1	16	i	0	-0.8	1.0	-0.3	x	-6.6	2
5	O=C(C[C@@H]1C/C=C\CC[C@H](Cc2ccc(F)cc2)C(=O)OC[C@@H](Cc2ccccc2)NC1=O)NCCO	24	i	1	0.7	-0.7	0.4	1.0	-1.3	-1
6	Cc1c(NC(=S)N/N=C/c2cc([N+](=O)[O-])ccc2O)c(=O)n(-c2ccccc2)n1C	-17	i	49*	-0.4	1.4	0.7	-8.2	1.9	-11
7	Cc1cccc(C)c1NC(=O)COC(=O)C1Cc2ccccc2CN1C(=O)c1ccccc1 (centres undefined)	21	-0.2	-4	-1.2	-2.3	0.3	x	0.2	2
8	O=C1OCC2=C1C(c1ccccc1)CC(=O)N2c1cccc(F)c1 (centres undefined)	-1	-0.5	2	x	0.0	-0.2	5.3	-1.1	-3
9	O=C1CCCC2=C1Sc1ccc(Cl)cc1N2	-8	-0.5	0	x	3.9	2.3	0.2	-1.4	0
10	CCN1C(=O)[C@H]2[C@@H](c3ccc(OC)cc3)N[C@]3(CCCN(Cc4ccc(Br)cc4)C3=O)[C@H]2C1=O	14	-0.2	-2	-1.1	x	x	-8.7	-2.2	2
11	O=C1CN(C(=O)c2ccc(Cl)c(S(=O)(=O)N3CCc4ccccc43)c2)c2ccccc2N1	14	0.5	4	-0.2	-0.7	1.1	2.3	-5.4	3
12	NC(=O)COC(=O)C1CSC2(c3ccc(F)cc3)CCC(=O)N12 (centres undefined)	8	-0.3	-9	0.5	-3.0	0.1	1.1	-3.1	3
13	CC1CCCC(C2(O)C(=O)Nc3ccccc32)C1=O (centres undefined)	-2	2.8	-2	-0.1	-2.1	-1.3	x	-3.3	1
14	CCc1ccc2c(CN3CCN(S(=O)(=O)c4ccc5c(c4)OCCO5)CC3)cc(=O)oc2c1	16	i	10	-0.3	-0.6	1.7	x	-5.2	0
15	CCN(CC)c1ccc(/C=N/NC(=O)c2cccc(S(=O)(=O)Nc3ccccc3OC)c2)c(O)c1	-4	-0.1	13	x	-3.5	105*	0.9	4.4	-6
16	N#C/C(=N\Nc1ccc(Cl)cc1)C(=O)c1ccccc1	-9	-0.3	31*	5.7	-0.1	2.4	x	0.6	-18
17	COc1cc(C(=O)Nc2ccc3c(c2)OCCO3)c(-n2cnnn2)cc1OC	-4	i	2	x	-0.4	-0.1	x	1.3	3
18	COc1ccccc1NC(=O)CN(c1ccccc1)S(=O)(=O)c1ccccc1	11	-0.2	15	-0.4	-0.7	2.3	0.1	-1.4	8
19	CC(Oc1ccc(Cl)cc1Cl)C(=O)NNC(=O)c1ccncc1 (centres undefined)	-1	-2.6	11	x	-0.1	-1.3	-0.5	-0.3	6
20	CCCCCN1CSC(=S)N(Cc2ccccc2)C1	7	-0.3	6	x	3.5	1.1	1.4	-3.0	-2
21	Clc1ccc(-c2ccc(CN3CCCCC3)o2)cc1	4	1.4	6	3.3	1.8	-1.9	0.4	-4.0	1
22	CCn1c(SCC(=O)NNC(=O)Cc2ccccc2)nnc1-c1ccncc1	0	-2.3	2	x	-1.7	1.2	0.3	-1.2	-1
23	O=C(NC1CCCCC1)c1cccc2c1C(=O)c1ccc(-c3ccc(OC(F)(F)F)cc3)cc1S2(=O)=O	-2	-0.5	3	-1.3	1.3	-1.1	2.4	-1.3	4
24	C=CCn1c2ccccc2c(=O)c2cc(C#CC3(O)CCCCC3)ccc21	20	i	1	2.0	-0.4	14	8.4	-0.9	65*
25	CCOC(=O)c1cn(CC)c2c(ccc3ccccc32)c1=O	27	i	-2	0.1	-3.0	2.6	2.6	-3.3	3
26	CCC(C(=O)NCCc1ccco1)n1nc(C)c2c(C)n(-c3ccccc3)nc2c1=O (centres undefined)	-1	-0.2	6	6.3	-5.6	-1.9	1.2	-4.5	-2
27	O=C(NCc1ccc(F)cc1)C(c1cccs1)N(C(=O)c1csnn1)C1CC1 (centres undefined)	4	i	12	1.8	0.7	-1.0	x	-4.4	-3
28	O=C(O)c1ccc(N=c2oc3cc(O)ccc3cc2C(=O)NCc2ccccc2)cc1	-2	-1.6	13	x	3.0	0.7	8.3	u	+
29	Cc1ccccc1C(=O)N1CCC(C(=O)N(CC(C)C)c2c(N)n(CC(C)C)c(=O)[nH]c2=O)CC1	0	i	2	-2.0	0.4	-0.1	-0.1	0.3	-1
30	Cc1ccc(NC(=O)CSc2nc3c(c(=O)[nH]2)CCCC3)cc1C	-5	-0.3	-3	-0.7	-0.7	0.0	-0.2	-3.0	-2
31	CCOP(=O)(OCC)c1ccc(O)cc1	-3	i	4	-2.1	-1.4	-0.3	0.7	-1.9	0
32	CN1C(=O)C2C(c3ccc(N(C)C)cc3)=NN(Cc3ccccc3)C2C1=O (centres undefined)	7	-1.6	44*	x	1.1	0.9	-4.2	1.2	2
33	CCOc1ccc(OCC)c(NC(=O)CN(c2ccc(C)cc2)S(=O)(=O)c2c(C)noc2C)c1	-2	i	-3	0.2	-3.5	0.1	x	0.9	1
34	CCOc1c(Br)cc(C(=O)Nc2cccc(S(=O)(=O)N3CCOCC3)c2)cc1OC	-7	0.0	9	-0.6	x	x	0.6	-3.0	2
35	Cc1cc(/C=C2/SC(=S)N(c3cccc(Cl)c3)C2=O)c(C)n1-c1cccnc1	-12	0.7	7	-2.2	1.0	4.5	x	-3.9	-17
36	O=C(O)Cn1cc(/C=C2\C(=O)NC(=O)N(Cc3ccco3)C2=O)c2ccccc21	-2	0.0	-3	x	-2.4	-0.9	-0.1	-0.7	-25
37	CCCCNC(=O)COC(=O)CCC(=O)c1ccc(F)cc1	3	i	-12	1.0	7.4	-0.2	x	-3.4	-7
38	CC(=O)Nc1cc(C(=O)OCC(=O)c2ccc(Cl)cc2Cl)ccc1C	27	-0.7	-2	-0.1	0.2	0.5	x	-3.9	1
39	COc1cc(C)c(-c2cc(C(=O)O)c(C)o2)cc1C(C)C	0	-0.6	2	0.3	-3.3	u	x	-0.5	1
40	COc1ccccc1N1CCN(C(=O)CSc2nc3ncnc(N)c3[nH]2)CC1	1	i	10	-1.4	-0.1	0.5	x	-3.6	-1
41	CC(=O)N1CCc2c(sc(NC(=O)CCS(=O)(=O)c3ccc(C)cc3)c2C#N)C1	4	3.5	5	x	-2.3	0.7	-1.1	0.7	6
42	O=C(NCCc1ccccc1F)C1CC(=O)N(c2ccc3c(c2)OCCO3)C1 (centres undefined)	5	2.5	-2	-1.7	x	x	6.2	-1.1	1
43	Cc1ccc(C)n1CCN1CCN(C(=O)CSc2nc3ccccc3nc2N2CCOCC2)CC1	31	5.3	11	x	-0.4	-1.1	x	-2.1	0
44	Clc1nc(-c2ccccc2)cc(-c2ccccc2)n1	-1	-0.4	-2	-1.5	0.9	-0.7	2.6	-4.2	0
45	Cn1cnnc1Sc1cc(N2CCN(S(=O)(=O)c3ccc4ccccc4c3)CC2)ccc1[N+](=O)[O-]	17	-0.5	-3	-1.3	-0.7	0.5	x	-3.5	-5
46	Cc1ccnc(N2CCCC(C(=O)NCc3cccs3)C2)n1 (centres undefined)	2	i	6	1.1	-1.2	-1.0	x	-1.8	1
47	COc1ccc(OC)c2c1sc(=NC(=O)C1CC1)n2C	0	i	21	x	0.5	-0.5	0.7	-1.8	5
48	O=S(=O)(Nc1ccc(Cl)nn1)c1ccccc1	-14	-0.3	0	x	0.4	-1.3	1.6	-0.5	5
49	O=C(CSc1nnc2scc(-c3ccccc3)n12)Nc1ccc2c(c1)OCCO2	4	-0.2	3	x	-2.1	-0.3	0.0	-1.7	-4
50	COc1ccccc1OCC(=O)Nc1nc(-c2ccc(S(=O)(=O)N3CCOCC3)cc2)cs1	33	0.3	-4	0.7	-0.3	1.1	x	-4.4	10
51	CCOc1ccc(S(=O)(=O)N(C)c2ccc(OCC(=O)NC3=NCCS3)cc2)cc1	6	-3.6	3	x	-2.0	1.2	1.8	-0.1	2
52	Cc1cn([C@H]2C[C@H](O)[C@@H](/C=C/C(=O)NCCc3ccc(S(N)(=O)=O)cc3)O2)c(=O)[nH]c1=O	x	x	x	7.6	x	x	-0.5	-1.7	1
53	CC1CCN(c2ncnc3nc[nH]c23)CC1	5	-0.3	1	-1.3	1.4	1.2	0.0	-1.1	8
54	CC(NC(=O)Cc1ccc(NC2=NC3CS(=O)(=O)CC3S2)cc1)c1ccccc1 (centres undefined)	3	0.2	-12	-1.2	-4.3	0.9	3.7	0.9	3
55	Cn1c(N)nc2nc(CCc3ccccc3)c(=O)[nH]c2c1=O	1	-0.5	4	-0.6	2.6	0.9	-0.1	-2.4	60*
56	CC(C)C(NS(=O)(=O)c1cc(C(=O)O)ccc1Cl)C(=O)O (centres undefined)	3	-0.2	-6	0.8	4.3	-0.4	0.4	-2.6	-5
57	COCCNC(=O)[C@@]1(C)C=C[C@@H](Cc2ccccc2)N1C(=O)c1ccccc1	-6	i	7	5.6	1.9	0.8	-0.6	0.6	6
58	O=C(Nc1cccnc1)Nc1ccc(Cl)cc1Cl	-6	-0.2	1	x	0.3	1.3	0.1	-3.6	1
59	CCCc1cc(=O)[nH]c(SCC(=O)OCc2ccccc2)n1	1	i	4	x	-0.8	-0.1	x	-2.9	-1
60	CCN(CC(=O)NCc1ccc(Cl)cc1)C(=O)CSc1ccc(F)cc1	20	i	-6	x	0.0	0.0	1.5	-4.9	0

For convenience, part of the list above.
#	Molecule	Yp Topo-I inh	Vc quorum ag	GDH-TPI counter	Mtb BioA inh	Mtb UGM inh	PfHsp40 rescue	TcdB GH inh	FadD28 binding	FBA Mtb inh
59	CCCc1cc(=O)[nH]c(SCC(=O)OCc2ccccc2)n1	1	i	4	x	-0.8	-0.1	x	-2.9	-1
60	CCN(CC(=O)NCc1ccc(Cl)cc1)C(=O)CSc1ccc(F)cc1	20	i	-6	x	0.0	0.0	1.5	-4.9	0

Next part.
#	Molecule	Yp Topo-I inh	Vc quorum ag	GDH-TPI counter	Mtb BioA inh	Mtb UGM inh	PfHsp40 rescue	TcdB GH inh	FadD28 binding	FBA Mtb inh
61	CCC(C)COC(c1ccccc1)(c1ccccc1)C(Oc1nc(C)cc(C)n1)C(=O)O (centres undefined)	12	-1.5	-1	-0.4	0.9	-0.1	-1.1	-1.6	2
62	OCCOc1cccc(CN2CCC(CO)(CCOc3ccccc3)CC2)c1	-9	-0.2	-1	x	-1.6	-0.3	-0.4	-1.1	4
63	COc1ccc2[nH]c3c(=O)n(N)c(C)nc3c2c1	-2	-0.7	10	-1.9	0.9	-0.5	x	-1.4	106*
64	CC(C)CCN1C(=O)c2ccc(C(=O)NCC3CCCO3)cc2C1=O (centres undefined)	-6	-0.4	-1	0.1	0.0	-0.4	x	-0.1	0
65	CCOC(=O)CC(=O)Nc1ncnc2c1C(c1ccccc1)c1c(ccc3ccccc13)O2 (centres undefined)	5	-0.4	8	-1.4	-2.9	-0.3	0.4	-6.6	0
